CHT PAM: allosterically activates the human high affinity choline transporter; Q9GZV3; CHT-expressing cells, membrane potential dye, choline EC20; active compounds read high; LV-AA mutant CHT in HEK293 cells; B-score at 10 µM; actives 0.49% (n = 310,000); AID 488977;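 active = initial fluorescence not abnormally high and integrated response B-score, plate-corrected, over 3 SD above library mean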
Target sequence (Q9GZV3 whole entry, looked up): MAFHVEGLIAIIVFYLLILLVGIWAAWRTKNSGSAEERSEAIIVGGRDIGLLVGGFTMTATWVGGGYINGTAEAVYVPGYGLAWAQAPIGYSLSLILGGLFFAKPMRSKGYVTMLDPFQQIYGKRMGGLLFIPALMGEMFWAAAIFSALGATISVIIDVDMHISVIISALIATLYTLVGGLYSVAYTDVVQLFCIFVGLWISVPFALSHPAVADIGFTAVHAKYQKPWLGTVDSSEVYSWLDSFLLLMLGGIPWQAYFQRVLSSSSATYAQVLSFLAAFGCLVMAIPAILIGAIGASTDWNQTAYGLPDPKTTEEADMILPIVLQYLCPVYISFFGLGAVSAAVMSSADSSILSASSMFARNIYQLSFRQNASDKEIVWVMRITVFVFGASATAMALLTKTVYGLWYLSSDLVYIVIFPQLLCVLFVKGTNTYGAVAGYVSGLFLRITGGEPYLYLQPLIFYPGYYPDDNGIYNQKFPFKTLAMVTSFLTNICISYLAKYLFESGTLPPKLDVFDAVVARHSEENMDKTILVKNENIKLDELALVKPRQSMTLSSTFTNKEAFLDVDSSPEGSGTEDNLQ
OX1R antagonist: human HCRTR1 antagonism. O43613. CHO/OX1R cells, Fluo-8 calcium fluorescence, orexin A. inhibition, % at 5 µM. actives 0.43% (n = 330,000). AID 434989;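 active = inhibition above its plate's threshold, mean inhibition of all tested compounds on the plate plus 3 SD, cut at about 37% in these data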;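 note: 0% = orexin A challenge wells and 100% = SB-334867-A antagonist wells; not every result past the cut was called active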
Target sequence (O43613 whole entry, looked up): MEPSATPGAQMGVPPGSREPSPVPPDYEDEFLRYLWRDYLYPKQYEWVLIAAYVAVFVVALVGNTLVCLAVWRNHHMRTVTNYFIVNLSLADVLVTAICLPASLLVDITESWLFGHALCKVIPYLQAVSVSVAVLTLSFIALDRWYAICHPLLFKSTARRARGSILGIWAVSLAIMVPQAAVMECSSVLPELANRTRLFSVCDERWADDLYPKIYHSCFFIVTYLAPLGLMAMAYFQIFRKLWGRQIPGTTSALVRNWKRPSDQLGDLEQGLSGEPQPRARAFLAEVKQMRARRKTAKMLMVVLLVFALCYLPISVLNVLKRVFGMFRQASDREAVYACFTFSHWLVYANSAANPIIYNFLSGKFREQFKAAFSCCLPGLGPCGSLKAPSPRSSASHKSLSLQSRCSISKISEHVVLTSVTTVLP
An asterisk follows results filed as active; i = inactive; . = not tested or not shown.

smiles,CHT PAM,OX1R antagonist
Cc1ccc(C(=O)C2(C)C3c4cc(Br)ccc4OC(=O)C32C(=O)c2ccco2)cc1 (stereo unspecified),i,-33
CCn1c(SCC(=O)c2ccc(OC)cc2)nnc1C(C)NC(=O)c1ccc(OC)cc1 (stereo unspecified),i,-42
CN(C)c1ccc(-c2nc3cnccn3c2Nc2ccc3c(c2)OCCO3)cc1,7.1*,-30
Nc1nc(-c2cc3ccccc3o2)cs1,i,3
COc1cccc(C(=O)CSc2nnc(-c3ccco3)n2CC2CCCO2)c1 (stereo unspecified),i,-20
O=C(Nc1ccc2c(c1)OCCO2)N1CCN(c2ccccc2)CC1,i,-4
CCN(CC)C(=O)C1CCN(CC2CC=CCC2)CC1 (stereo unspecified),i,-9
C=C1CCN([C@@H](CC(C)C)C(=O)Nc2nc3ccc(Cl)cc3s2)S(=O)(=O)c2ccccc21,i,-28
CCCCC(c1nnnn1CCOC)N1CCN(C)CC1 (stereo unspecified),i,-15
O=C(NCc1ccco1)C1CCN(C(=O)c2ccc(Cl)cc2)CC1,.,-19
Cc1ccnc(SCC(=O)N2CCN(c3cccc(Cl)c3)CC2)n1,i,-22
CCOc1ccc(CCNC(=O)COC(=O)COc2ccc(C#N)cc2)cc1OCC,.,-36
C=C(C)COc1ccc(-c2ncnc(C(F)(F)F)c2-c2ccc(OC)cc2)c(O)c1,i,-22
CC(=O)Nc1nnc(SCC(=O)NCc2ccc3c(c2)OCO3)s1,i,-9
O=C(CN1CCC(n2nnc3cc(F)ccc32)CC1)NC1CC1,i,-19
CCC(C)Nc1nc2c(c(=O)[nH]c(=O)n2C)n1CCCc1ccccc1 (stereo unspecified),i,-3
Cc1cc(C(C)(C)C)cc(S(=O)(=O)Nc2cccc(C(=O)O)c2)c1C,i,-14
Cc1c(NC(=S)NC(=O)c2cc3ccccc3o2)c(=O)n(-c2ccccc2)n1C,i,-9
Fc1ccc(-c2ccc(/C=N/n3cnnc3)o2)cc1,i,-6
Cc1cc(C)nc(NC(=O)C(C)C)n1,i,-7
CCCC(=O)Nc1ccccc1NC(C)=O,i,-8
Cc1ccc(N2CC(c3nc4ccccc4[nH]3)CC2=O)c(C)c1 (stereo unspecified),i,-14
O=C(CC(O)(c1ccccc1)C(F)(F)F)c1cccs1 (stereo unspecified),i,-10
Cc1ccccc1S(=O)(=O)Cc1ccc(C(=O)NCc2ccccc2)o1,i,-10
COc1ccc(CNC(=O)c2csc(Cc3ccccc3)n2)cc1,i,-20
COc1cc(/C=N/NC(=O)c2cc3ccccc3[nH]2)ccc1O,i,16
O=C(Nc1cccc(F)c1)c1cc(S(=O)(=O)N2CCC(C(=O)O)CC2)ccc1F,i,-8
Cc1ccc(Cn2ccc(NC(=O)c3cc(C4CC4)on3)n2)cc1,i,-21
CCOc1ccc(NC(=O)CSC2=C(C#N)C(c3ccc4c(c3)OCO4)CC(=O)N2)cc1 (stereo unspecified),i,-20
COc1cccc2c(Cl)c(CC=C(Cl)Cl)c(C)nc12,i,-36
CCC1=NC(c2ccc(Br)cc2)N(O)C1(C)C (stereo unspecified),i,1
Cc1ccccc1NC(=S)N1CCCC1,i,-1
COC(=O)c1ccc(N2C(=O)Nc3ccccc3N2O)cc1,i,3
CCCCC(=O)NC(NC(=S)N1CCOCC1)C(Cl)(Cl)Cl (stereo unspecified),i,3
CCN1CCN(C(=S)Nc2ccc(C(C)=O)cc2)CC1,i,-12
Cc1cccc(C(=O)Nc2ccccc2C(=O)Nc2ccc(C(=O)O)cc2)c1,i,10
Clc1ccc(C2[C@H]3CN(CC4CCCCC4)[C@H](c4ccccc4)C34CC2(c2ccccc2)C4)cn1 (stereo partly specified),i,-32
COc1cc(OC)c(OC)cc1CNC1CCCCCC1,i,-14
COc1cc(C(=O)OCC(=O)Nc2ccc3c(c2)OC(F)(F)O3)ccc1OCc1c(C)noc1C,i,4
Cc1cc(C(=O)O)ccc1-c1ccc(/C=C2\NC(=O)N(Cc3ccc(F)cc3)C2=O)o1,i,7
CSc1cccc(NC(=O)c2[nH]c(C)c(C(C)=O)c2C)c1,i,-34
CN(C)S(=O)(=O)c1ccc2c(c1)nc1n2CCC1,i,6
COCCCNC(=O)c1ccc2c(c1)ncn2-c1ccccc1OC,i,-15
Cc1ccc([N+](=O)[O-])cc1NC(=O)CCCOc1ccccc1,i,-14
Cc1ccc(S(=O)(=O)Nc2ccc3c(c2)CC(=O)N([C@H](C)CO)C[C@@H](C)[C@H](CN(C)Cc2ccc(-c4ccccc4)cc2)O3)cc1,.,-22
CC(=O)c1ccc(S(=O)(=O)N2CCNC(=O)C2)cc1,.,-11
O=C(NCc1cccc(F)c1)c1cccc2c1C(=O)c1ccc(Cl)cc1S2(=O)=O,.,-18
CC(C)C(=O)N1CCC2(CC1)Oc1ccc(F)cc1C(=O)C21CC(c2ccc(Cl)cc2)=NO1 (stereo unspecified),i,-35
Clc1ccc(CSc2nncn2-c2ccccn2)cc1,i,-14
CCS(=O)(=O)C1=NSC2=NC(=O)/C(=C\c3cc(C)n(-c4cccc(OC)c4)c3C)C(=N)N21,i,1

Later entries.
smiles,CHT PAM,OX1R antagonist
CC(Sc1nnc(C2CC2)n1N)C(=O)NC1CCCCC1C (stereo unspecified),i,-7
Cn1c(NN)nc2sc3c(c2c1=O)CCC3,i,-18
O=C(COc1ccc(Cl)cc1)N1CCN(c2ccc([N+](=O)[O-])c(N3CCCCC3)c2)CC1,i,-18
Cc1nn(-c2ccccc2)c(C)c1/C=N/NC(=O)CSc1nc2ccccc2c(=O)n1-c1ccc(Br)cc1,i,-9
COc1ccccc1C(=O)N(Cc1nc(-c2ccc(Cl)cc2)no1)C(C)C,i,-33
CCOC(=O)C1CCN(C(=O)CN(Cc2ccccc2)S(C)(=O)=O)CC1,i,-22
CN1CCC2(CC1)Nc1nc(SCc3ccc(Cl)cc3)nn1C1=C2CN(C)CC1,i,-20
CN(C)c1nc2c(c(N)nn2-c2ccc(Cl)cc2)c(=O)o1,i,-7
Cn1c(=O)c2c(nc(NCCNC(=O)c3ccco3)n2Cc2ccccc2F)n(C)c1=O,i,-24
COCCN(C(=O)Nc1ccccc1OC)c1nc2ccccc2s1,i,-7
O=C(N/N=C/c1cccnc1)c1cccc(Br)c1,i,.
CN(C)S(=O)(=O)c1ccc2oc(SCC(N)=O)nc2c1,i,-19
Cc1nc(NCc2ccccc2)c(C(N)=O)c2c1COC(C)(C)C2,i,-16
O=C(Nc1ccccc1)Nc1ccc(Oc2ncnc3cc(Cl)ccc23)nc1,i,-23
CCN(CC)S(=O)(=O)c1ccc(NC(=O)C2CCCN(C(=O)c3ccc(Cl)cc3)C2)cc1 (stereo unspecified),i,-25
CCc1ccc(/C=C2\SC(=S)N(CCC(=O)Nc3cc(C)on3)C2=O)cc1,i,-14
CC1(C)NC(=O)N(CC(O)COc2ccccc2[N+](=O)[O-])C1=O (stereo unspecified),i,-14
CC(=O)N(C1=C(N)C(=O)c2ccccc2C1=O)C(C)C,i,-6
O=[N+]([O-])c1ccc(-c2csc(NN=C3CCCC3)n2)cc1,i,-17
Cn1c(COc2ccc3ccccc3c2)nnc1SCC(N)=O,i,-7
Cc1cc(-c2nnc(-c3cc4ccccc4oc3=O)o2)c(C)n1-c1ccccc1,i,-18
O=C(CN1CCCC1)Nc1ccccc1Sc1ccccc1,i,-11
COc1ccc(C2NC(=O)N(C)C(C)=C2[N+](=O)[O-])cc1 (stereo unspecified),i,10
CC(C)c1c(O)nc(SCc2ccc(F)cc2)[nH]c1=O,i,-16
C[C@H](CO)N1C[C@H](C)[C@@H](CN(C)S(=O)(=O)c2ccccc2)Oc2c(NC(=O)Cc3ccccc3)cccc2C1=O,.,-22

Following part:
| SMILES | CHT PAM | OX1R antagonist |
| --- | --- | --- |
| CC(NC(=O)c1cccc(C(F)(F)F)c1)C1CCCO1 (stereo unspecified) | i | -44 |
| CN(c1c[nH]c(=O)[nH]c1=O)C1CCCCC1 | i | -8 |
| Cc1ccc(S(=O)(=O)N2[C@@H](c3ccc(Cl)cc3)C(C(=O)O)=CC[C@H]2c2ccc(C(C)C)cc2)cc1 | i | -8 |
| COc1ccccc1N1CCN(S(=O)(=O)CCNC(=O)Cc2ccc(F)cc2)CC1 | i | -21 |
| COc1cc([N+](=O)[O-])c(C(=O)N2CCOCC2)c([N+](=O)[O-])c1 | i | 10 |
| Cc1cc(=S)[nH]c2ccccc12 | i | 0 |
| O=C(COc1ccccc1)N(Cc1ccco1)C1CCS(=O)(=O)C1 (stereo unspecified) | i | -9 |
| CC(C)OC(=O)CSc1nnc(-c2cnccn2)n1-c1ccc(Cl)cc1 | i | -8 |
| CC(=O)Nc1ccc(S(=O)(=O)NCCC(=O)NNC(=O)c2ccccc2O)cc1 | . | -15 |
| COCCN1C(=O)C(CC(=O)Nc2ccccc2)SC1=Nc1ccc(OC)cc1 (stereo unspecified) | i | -8 |
| CN1c2ccccc2C(C)(C)C12CC(CCl)=NO2 (stereo unspecified) | i | -5 |
| O=C(/C=C\c1ccc2c(c1)OCO2)NC1(C(=O)Nc2ccc3c(c2)OCO3)CCCCC1 | i | -8 |
| NC(=O)N=Nc1c(O)n(Cc2ccccc2)c2ccc(Br)cc12 | i | . |
| COc1cccc(OC)c1C(=O)NCCOc1cc(C)cc(C)c1 | i | -18 |
| O=C(N/N=C/c1coc2ccccc2c1=O)c1ccccc1 | i | -5 |
| O=C(CN1C(=O)c2cccnc2C1=O)c1ccccc1 | i | -11 |
| Cc1noc(/C=C/N(C)C)c1S(=O)(=O)N1CCCC(C(=O)N2CCc3ccccc32)C1 (stereo unspecified) | i | -15 |
| CCN(CC)C(=O)c1sc(N2C(=O)Nc3ccccc3N2O)c(C(=O)OC)c1C | i | -2 |
| Cc1ccc(C23OC(=O)C(C)(C)C2OC(=O)C3(C)C)cc1 (stereo unspecified) | i | -13 |
| Cc1ccn2c(Nc3ccccc3C)c(-c3ccncc3)nc2c1 | i | -23 |
| CC(=O)Nc1ccc(/C=C2\CCc3ccccc3C2=O)cc1 | i | -32 |
| COC(=O)C1=CN(Cc2ccc(OC)cc2)C=C(C(=O)OC)C1c1cc(OC)c(OC)c(OC)c1 | i | -35 |
| CC(OC(=O)CCNS(=O)(=O)c1cccs1)C(=O)Nc1ccc(S(N)(=O)=O)cc1 (stereo unspecified) | . | -2 |
| CC(C)N1CCN(C(=O)c2ccc(OC3CCN(CCc4ccccc4)CC3)cc2)CC1 | i | -12 |
| COc1ccc(C(=O)N2CCN(Cc3ccccc3C(F)(F)F)CC2)cc1 | i | 0 |
| COc1cccc(NC(=S)N(CCCN2CCCC2)Cc2cccn2Cc2ccc(Cl)cc2)c1 | i | -16 |
| Cc1cc2c(nn1)CCC/C2=N\O | i | -10 |
| Cc1cc2c3c([nH]c2cc1S(=O)(=O)NCc1ccc(CN2CCCCCC2)o1)CCCC3=O | i | -8 |
| CC(C)(C)NC(=O)NC(=O)CN1CCN(Cc2ccccc2)CC1 | i | 2 |
| Cc1cccc(C2c3[nH]c4ccccc4c3CCN2Cc2cccn2-c2ncccn2)c1 (stereo unspecified) | i | 5 |

A different layout for part of the listing above.
> Cc1cc2c3c([nH]c2cc1S(=O)(=O)NCc1ccc(CN2CCCCCC2)o1)CCCC3=O
  CHT PAM: i | OX1R antagonist: -8

> CC(C)(C)NC(=O)NC(=O)CN1CCN(Cc2ccccc2)CC1
  CHT PAM: i | OX1R antagonist: 2

> Cc1cccc(C2c3[nH]c4ccccc4c3CCN2Cc2cccn2-c2ncccn2)c1 (stereo unspecified)
  CHT PAM: i | OX1R antagonist: 5

Exported with values under each structure: part of the list above.
Fields – CHT PAM, OX1R antagonist
CC(=O)Nc1ccc(S(=O)(=O)NCCC(=O)NNC(=O)c2ccccc2O)cc1
    ., -15
COCCN1C(=O)C(CC(=O)Nc2ccccc2)SC1=Nc1ccc(OC)cc1 (stereo unspecified)
    i, -8
CN1c2ccccc2C(C)(C)C12CC(CCl)=NO2 (stereo unspecified)
    i, -5

Later entries.
| SMILES | CHT PAM | OX1R antagonist |
| --- | --- | --- |
| CCCn1c(SCC(=O)N2c3ccccc3CC2C)nnc1-c1ccco1 (stereo unspecified) | i | -16 |
| Cn1nnc2cc(C(=O)N3CCC(c4ccccc4)C3)ccc21 (stereo unspecified) | i | -3 |
| Cc1ccc(-n2c(C)nc3ncnc(-c4ccccc4)c32)cc1 | i | -15 |
| CN(Cc1cccc2cnccc12)C(=O)c1cc(COc2ccc(F)cc2Cl)on1 | i | -34 |
| COc1ccc(NC(=O)CSc2ccc(-c3ccccn3)nn2)cc1OC | i | 4 |
| Cc1nn(-c2ccccc2)c2nc(C(F)F)cc(C(F)F)c12 | . | -31 |
| Cc1ncccc1C(=O)N1CCCC(C(=O)c2ccc3c4c(cccc24)CC3)C1 (stereo unspecified) | i | -24 |
| N#Cc1cc2c([nH]c1=S)CCCC2 | i | -9 |
| CCCCN(CC)CCCNC(=O)c1cn(C)c(=O)c2c1c1ccccc1n2C | i | -16 |
| Cc1ccc(NC(=O)CN2c3cccc4cccc(c34)S2(=O)=O)cc1 | . | -31 |
| Cc1ccc(S(=O)(=O)N2CCC(C(=O)O)CC2)cc1 | i | -3 |
| COc1cc2ncnc(N[C@H](C)c3ccccc3)c2cc1OC | i | -12 |
| NNC(=O)c1sccc1OCc1ccc(F)cc1 | i | -35 |
| O=C(CCNS(=O)(=O)c1ccccc1)OCC(=O)c1ccc[nH]1 | i | -3 |
| COC(=O)C1=C(C)NC(=O)NC1c1ccc2c(c1)OCO2 (stereo unspecified) | i | -14 |
| CN(CC#CC(O)(c1ccccc1)c1ccccc1)C(C)(C)C | i | -25 |

5 compounds already listed, ordered by the number in OX1R antagonist, low to high:
| mol | OX1R antagonist |
| --- | --- |
| Cc1ccc(C(=O)C2(C)C3c4cc(Br)ccc4OC(=O)C32C(=O)c2ccco2)cc1 (stereo unspecified) | -33 |
| O=C(CN1C(=O)c2cccnc2C1=O)c1ccccc1 | -11 |
| O=C(CC(O)(c1ccccc1)C(F)(F)F)c1cccs1 (stereo unspecified) | -10 |
| Cc1cc(C)nc(NC(=O)C(C)C)n1 | -7 |
| Cc1ccccc1NC(=S)N1CCCC1 | -1 |

Assay outcomes: PubChem BioAssay, several laboratories
